# Compound activity as filed in PubChem BioAssay.
# proKLK7 act: activates the human kallikrein-7 zymogen. P49862. purified proKLK7, EDANS-DABCYL substrate fluorescence; 100% is mature enzyme control, 0% vehicle. activation, % at 7 µM. actives 0.9% (n = 370,000). AID 652039;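 active = activation above the mean of all tested compounds plus 3 SD, computed per campaign excluding outliers beyond control limits, cut at about 13% in these data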
# Target sequence (P49862 whole entry, looked up): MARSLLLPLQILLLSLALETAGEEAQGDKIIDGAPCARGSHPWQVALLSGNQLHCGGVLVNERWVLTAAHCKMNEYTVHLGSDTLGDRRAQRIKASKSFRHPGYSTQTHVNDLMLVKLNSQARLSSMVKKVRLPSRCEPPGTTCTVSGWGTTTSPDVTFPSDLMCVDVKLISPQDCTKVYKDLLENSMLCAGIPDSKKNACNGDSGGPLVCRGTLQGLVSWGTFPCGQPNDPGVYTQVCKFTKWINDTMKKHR
# GC-B act: GC-B (human) receptor activation. P20594. HEK293-GC-B cells, CNP EC30, cGMP TR-FRET; 0% at EC30 CNP, 100% saturating CNP. activation, % at 10 µM. actives 0.11% (n = 370,000);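 active = activation at 10 µM reaching about 35% in either raw or pattern-adjusted values, limit read from the data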
# Tn6 DDE FP: disrupts Tn6 cyclic peptide binding to fibrin D-Dimer-E complex; P02675; Fibrin DD(E) TRITC-Tn6 fluorescence polarization displacement; inhibition, % at 8.3 µM; actives 0.21% (n = 370,000); AID 720509;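 active = inhibition above a per-campaign cutoff: mean of compounds within control limits plus 3 SD, cut at about 15% in these data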;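 note: 0% = median of all compound wells on the plate and 100% = blocking peptide control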
# Target sequence (P02675 whole entry, looked up): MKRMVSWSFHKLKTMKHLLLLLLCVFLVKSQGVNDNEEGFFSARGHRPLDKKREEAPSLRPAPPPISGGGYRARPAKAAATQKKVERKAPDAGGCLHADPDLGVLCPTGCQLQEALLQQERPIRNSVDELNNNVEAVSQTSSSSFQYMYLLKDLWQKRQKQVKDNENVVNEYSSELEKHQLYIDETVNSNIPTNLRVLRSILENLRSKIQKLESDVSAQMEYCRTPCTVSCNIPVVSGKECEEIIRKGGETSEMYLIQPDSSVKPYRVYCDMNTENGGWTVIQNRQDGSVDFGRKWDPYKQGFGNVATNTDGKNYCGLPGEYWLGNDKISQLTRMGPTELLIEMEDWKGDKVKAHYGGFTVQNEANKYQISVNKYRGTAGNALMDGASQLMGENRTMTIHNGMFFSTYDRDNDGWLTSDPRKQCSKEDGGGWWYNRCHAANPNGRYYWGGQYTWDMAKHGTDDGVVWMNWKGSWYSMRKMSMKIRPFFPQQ
# ASAP1 inh: inhibitors of human ASAP1 ArfGAP activity; Q9ULH1; ASAP1-stimulated ARF1 GTP hydrolysis, GDP FP detection; inhibition, % at 16.5 µM; actives 0.19% (n = 360,000); AID 624377; in the data active = inhibition above about 25%;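 note: 0% = vehicle with enzyme and substrate and 100% = no enzyme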
# ADAM10 inh: inhibitors of human ADAM10; inhibition, % at 7 µM; actives 0.62% (n = 370,000); AID 720582; recombinant ADAM10, EDANS/DABCYL FRET peptide cleavage, 3 h; O14672;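 active = inhibition above a per-campaign cutoff equal to the mean of compounds falling between control-based bounds plus 3 SD, cut at about 20% in these data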;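 note: 0% = DMSO wells while the 100% control is not disclosed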
# rCAG RNA binder: molecules binding r(CAG) RNA repeats. r(CAG) RNA repeat, TO-PRO-1 dye displacement fluorescence. actives 1.3% (n = 370,000). inhibition, % at 3 µM;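 active = inhibition above the plate cutoff, the mean of all test compounds on that plate plus 3 SD, cut at about 35% in these data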;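 note: 0% = DMSO alone and 100% = 100 µM mitoxantrone as full dye displacement; higher means more dye released from RNA so lower well fluorescence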
# ARFGAP1 inhibitor: inhibits rat ARF GTPase activating protein 1; Q62848; Arfgap1-stimulated ARF1 GTP hydrolysis, GDP FP detection; inhibition, % at 16.5 µM; actives 0.26% (n = 360,000); AID 651572;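 active = inhibition above a per-plate limit, mean inhibition of low control wells plus 3 SD, cut at about 25% in these data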;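 note: 0% = DMSO wells with enzyme and 100% = wells lacking Arfgap1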
# Target sequence (Q62848 1-136 limits assumed): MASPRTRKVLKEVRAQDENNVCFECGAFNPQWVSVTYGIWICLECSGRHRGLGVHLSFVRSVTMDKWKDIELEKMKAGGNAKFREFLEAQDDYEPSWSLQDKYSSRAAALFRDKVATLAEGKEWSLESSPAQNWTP
#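 Replicates: Single well per compound | Assay system: Truncated rat Arfgap1 GAP domain | Control set: No-Arfgap1 wells (100%) versus DMSO full-reaction wells (0%) | Times: Enzyme reaction 120 min at 25 °C after 20 min preincubation | Reagent: Human ARF1(Δ1-17)-GTP substrate | Measured by: Tracer-displacement fluorescence polarization with EDTA stop, 620/688 nm | Measure: Percent inhibition of Arfgap1-stimulated GTP hydrolysis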
# HGIII-sPLA2 inh: Blocks human group III sPLA2 activity; Q9NZ20; QFRET BODIPY PC-A2 liposome hydrolysis, fluorescence; inhibition, % at 12.2 µM; actives 0.56% (n = 370,000); AID 743126;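 active = inhibition above mean plus 3 SD of compounds lying within the high and low control bounds, cut at about 19% in these data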;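 note: 0% = median of test compound wells and 100% = no enzyme DMSO wells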
# GAA850 FXN act: activators of GAA850 frataxin (FXN) promoter. HEK293 lucGAA850 FXN promoter luciferase reporter, 24 h; percent of 10 µM SAHA response. activation, % at 6 µM. actives 0.56% (n = 360,000). AID 540364;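 active = activation above the average of all compounds screened plus 3 SD, cutoff fixed separately per campaign, cut at about 7.5% in these data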;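 note: 0% = DMSO wells and 100% = 10 µM SAHA wells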
# GC-A act: GC-A (human) enzyme activation; P16066; HEK293 GC-A cells, cGMP TR-FRET, EC30 ANP; 0% at EC30 ANP, 100% saturating ANP; activation, % at 10 µM; actives 0.14% (n = 370,000); AID 1671463; in the data active = activation above about 40%
# * = called active by the depositor; i = inactive; . = not tested or not shown.
# Order of results: proKLK7 act	GC-B act	Tn6 DDE FP	ASAP1 inh	ADAM10 inh	rCAG RNA binder	ARFGAP1 inhibitor	HGIII-sPLA2 inh	GAA850 FXN act	GC-A act
> Nc1nc2c(ncn2[C@@H]2O[C@H](C(=O)N[C@@H](Cc3ccccc3)C(=O)NCc3ccccc3)[C@@H](O)[C@H]2O)c(=O)[nH]1
→ 0.6	7	4	2	-12	4	-2	4	.	3
> COC(=O)c1cnn(-c2ccc(Cl)cc2)c1/C=N/NC(=S)Nc1ccccc1
→ .	-5	-2	.	-3	.	.	10	.	-13
> COc1cc(Cl)cc(/C=C/c2ccc3cccc(O)c3n2)c1OC
→ 0.2	-2	-8	-8	1	3	7	6	1.2	0
> Cc1ccc(NC(=O)C2CCCN(S(=O)(=O)c3ccc4[nH]c(=O)ccc4c3)C2)nc1 (stereo not drawn)
→ 0.3	1	-1	6	-10	1	10	2	0.9	0
> Cc1nn(C(C)(C)C)c(OC(=O)c2ccc3c(c2)OCO3)c1S(=O)(=O)c1ccccc1
→ 0.3	2	5	-16	3	1	-8	7	1.1	2
> CC1CCN(C(=O)CCc2nc3cc(S(=O)(=O)N(C)C)ccc3n2C)CC1
→ -0.2	-2	-1	-8	-2	-4	6	-1	-2.9	-4
> O=C(Cn1cc(SCc2ccc(Cl)cc2)c2ccccc21)N1CCOCC1
→ 0.8	0	-10	5	-6	-3	4	-9	3.0	-4
> Cc1ccc(NC(=O)CS(=O)CC(=O)N(CC(=O)NC2CCCC2)c2cc(C)ccc2C)cc1 (stereo not drawn)
→ -0.3	2	4	23	6	-3	10	-1	1.4	4
> CC#CCN1c2ccccc2[C@]23C[C@@H](C(=O)OC)N(C(=O)NCCBr)C2=NC(C(=O)OC)=C(C(=O)OC)[C@H]13
→ 0.1	-5	0	6	9	5	0	9	-1.4	-1
> CCOC(=O)N1CCN(C(=O)C[C@H]2C[C@@]3(C(=O)OC)C(=C[C@H](C(C)(C)C)O[C@@H]3C)N(CCc3ccc(OC)c(OC)c3)C2=O)CC1
→ 0.1	5	9	.	-1	3	.	-16	.	2
> CCOc1ccc(S(=O)(=O)NCCC(=O)NCC(c2cccs2)N2CCOCC2)cc1 (stereo not drawn)
→ 0.1	-4	2	-2	-13	-1	3	1	0.4	-3
> O=P(c1ccccc1)(c1ccccc1)c1nc(-c2ccccc2)oc1N1CCOCC1
→ 0.0	-19	-7	4	-8	-8	1	-1	1.9	-15
> COc1ccc(Cl)cc1C(=O)NNC(=O)c1csc(N2CCOCC2)n1
→ -0.2	0	-6	-57	2	3	11	0	-0.3	0
> Cc1cc2c(c(SCC(=O)NCCc3ccccc3)n1)C(=O)OC2
→ 0.6	6	5	-15	-1	0	2	0	1.4	2
> CCN(c1ccccc1)S(=O)(=O)c1ccc(Cl)c(NC(=O)COC(=O)c2ccc[n+]([O-])c2)c1
→ -0.5	-5	-4	2	0	5	-2	0	-0.3	0
> Cn1ncc(N=Cc2ccc([N+](=O)[O-])cc2)c1C(=O)Nc1ccccc1
→ -0.3	1	3	-14	4	1	5	7	1.2	-5
> O=C(NCc1ccccc1Cl)c1cnc2n(c1=O)CCS2
→ -0.4	-2	6	12	-1	1	-1	-5	-0.9	-8
> Nc1c(C(=O)CSc2nnc(N3CCOCC3)n2-c2cccc(F)c2)c(=O)[nH]c(=O)n1C1CC1
→ 0.0	3	3	-7	-19	1	1	1	-0.7	3
> CCNc1nc(NC(C)CC)nc(Oc2ccc(=O)[nH]n2)n1 (stereo not drawn)
→ -0.3	-3	0	-2	2	-4	8	12	0.6	3
> Cc1ccc(Cn2c(Cc3ccccc3)nc3ccccc32)cc1
→ -0.8	-11	2	7	9	-3	3	1	2.9	14
> CC(=O)c1c(C)[nH]c(C(=O)Nc2ccc(Cl)c(S(=O)(=O)N3CCOCC3)c2)c1C
→ 0.5	-5	-3	11	1	5	4	-7	-0.7	5
> Cc1ccc(O)c(/C=N/NC(=O)CN2CCCC2)c1
→ -43	2	-2	3	-66	-1	-5	3	-3.0	5
> Cc1cccc(CN2CCC(C(N)=O)CC2)c1
→ -0.1	8	-1	15	2	-4	-9	4	1.3	4
> CC(=O)N1N=C(c2ccco2)CC1c1ccc(Cl)o1 (stereo not drawn)
→ -0.2	2	1	6	-10	7	-4	1	0.6	2
> CS(=O)(=O)N1CCC(C(=O)NNC(=O)Nc2ccc(F)c(Cl)c2)CC1
→ -0.4	4	-2	-4	-6	-3	3	-2	0.3	7
> COc1ccc2[nH]cc(CCNC(=O)Cc3c(F)cccc3Cl)c2c1
→ 0.3	-5	0	7	-1	1	12	-6	-0.9	-4
> COc1ccccc1CC(=O)NCC1CCCO1 (stereo not drawn)
→ -0.5	3	2	8	-6	3	3	0	1.5	0
> Cc1cc(C)nc(N2CCCC(C(=O)Nc3ccc(F)cc3)C2)n1 (stereo not drawn)
→ 0.6	-5	1	1	8	-6	0	8	-2.0	-6
> C[C@@H](NC(=O)c1nc[nH]c1C(=O)N[C@@H](Cc1ccccc1)C(=O)OCc1ccccc1)c1ccccc1
→ -0.5	7	-7	9	15	13	6	-4	-2.7	0
> COc1cc2oc(=O)cc(-c3ccc(-c4ccc(OC(F)(F)F)cc4)cc3)c2c(OC)c1OC
→ 0.6	0	9	6	-6	4	-10	0	0.9	-2
> O=C(Nc1nc2c(s1)CCCC2)c1cc2n(n1)C(C(F)(F)F)CC(C1CC1)N2 (stereo not drawn)
→ -6.8	-5	-2	15	-7	1	18	-7	4.4	0
> COc1ccc(N2CCN(CCCNC(=O)c3ccc(CS(=O)(=O)c4ccc(OC)cc4)o3)CC2)cc1
→ -0.4	2	-6	-4	0	-5	-3	-1	0.9	6
> CC1=C(C(=O)Nc2ccc(F)cc2)C(c2ccncc2)C2=C(CCCC2=O)N1 (stereo not drawn)
→ 3.5	2	0	-1	-198	-1	9	4	1.8	-1
> C(=N\Nc1nncn1/N=C/c1ccco1)/c1ccco1
→ -0.1	0	1	6	3	1	5	-5	1.5	0
> COc1ccc(OC)c(CNc2ncc(-c3ccc(F)cc3)n2C)c1
→ 0.1	-2	3	5	2	-4	7	-7	0.1	-4
> Cc1cc(Cn2nnnc2-c2ccncc2)cc(C)c1O
→ -1.1	1	0	-2	0	-5	-10	0	1.2	-6
> O=C1CCC(C(=O)N2CCN(c3ccc(F)cc3)CC2)CN1CC1CCCCC1 (stereo not drawn)
→ 0.3	3	-2	-5	-38	-7	4	2	-1.6	2
> CS(=O)(=O)N1CCN(C(=O)c2ccccc2F)CC1
→ 0.1	8	8	-7	0	-1	3	-1	0.6	4
> O=C(C1=NOC2(C1)C(=O)Nc1ccccc12)N1CCOCC1 (stereo not drawn)
→ -0.1	0	5	0	-5	0	2	3	.	2
> Fc1ccc(N2Cc3ccsc3C=N2)cc1
→ 0.0	6	-2	4	-19	5	2	1	2.4	2
> CCN(CC)CCNS(=O)(=O)c1ccc2c3c(cccc13)C(=O)N2
→ 100*	2	1	1	i	2	8	-3	-0.9	6
> Nc1nc(SCC(=O)Nc2cccc(S(=O)(=O)N3CCCCCC3)c2)n[nH]1
→ 0.3	5	1	-3	2	4	7	-7	3.2	0
> COc1ccc(CCC(=O)NCC(c2ccco2)N2CCc3ccccc32)cc1 (stereo not drawn)
→ 0.9	-7	-3	-6	2	-1	1	5	0.1	-5
> CCOC(=O)C(NC(=O)c1ccccc1)=C1C=C(C)OC(C)=C1
→ 0.3	-1	-5	0	-3	4	5	1	4.3	-1
> O=c1[nH]c(NCCO)nnc1Cc1ccc(Cl)cc1
→ -0.3	2	-5	-13	1	1	-15	-2	0.4	2
> CCCn1c(C(C)C)n[nH]c1=S
→ -0.4	-1	4	-1	-11	-1	-5	26*	0.5	1
> CC(C)C(=O)N1CCC1(C)C(=O)Nc1ccc(-n2cccc2)cc1 (stereo not drawn)
→ 0.4	6	1	3	-18	0	4	-4	1.0	2
> O=C(COC(=O)c1ccc2ccccc2n1)c1ccc(F)cc1
→ 0.2	0	-4	0	5	-5	5	-1	-1.8	-4
> COc1ccc(C2C(C(=O)Nc3cccc(OC)c3)c3ccccc3C(=O)N2C)cc1 (stereo not drawn)
→ 0.1	-3	-7	19	-4	3	0	2	1.8	-4
> CCOc1ccccc1NC(=O)CN(C)S(=O)(=O)c1ccc2[nH]c(=O)oc2c1
→ 0.0	1	-3	3	-9	26	-9	-18	-1.6	4

# (continued)
# Order of results: proKLK7 act	GC-B act	Tn6 DDE FP	ASAP1 inh	ADAM10 inh	rCAG RNA binder	ARFGAP1 inhibitor	HGIII-sPLA2 inh	GAA850 FXN act	GC-A act
> CCC1=NC(c2ccccc2Cl)N(O)C1(C)C (stereo not drawn)
→ 0.2	-1	-3	7	-5	0	-14	2	0.1	-2
> Cc1cc(Oc2nnnn2-c2ccccc2)ccc1Cl
→ 0.1	7	-1	4	0	-4	5	-1	0.5	6
> Cc1ccc(N2CCN(C(=S)Nc3ccccc3)CC2)cc1
→ 0.2	5	6	-8	0	-4	-1	10	-0.8	1
> O=C(COc1ccc2ccccc2c1)NNC(=O)c1cccs1
→ -0.2	5	2	-17	-8	2	-5	-4	0.9	7

# In the list so far, these have an aryl methoxy group.
# Order of results: proKLK7 act	GC-B act	Tn6 DDE FP	ASAP1 inh	ADAM10 inh	rCAG RNA binder	ARFGAP1 inhibitor	HGIII-sPLA2 inh	GAA850 FXN act	GC-A act
> COc1cc(Cl)cc(/C=C/c2ccc3cccc(O)c3n2)c1OC
→ 0.2	-2	-8	-8	1	3	7	6	1.2	0
> CCOC(=O)N1CCN(C(=O)C[C@H]2C[C@@]3(C(=O)OC)C(=C[C@H](C(C)(C)C)O[C@@H]3C)N(CCc3ccc(OC)c(OC)c3)C2=O)CC1
→ 0.1	5	9	.	-1	3	.	-16	.	2
> COc1ccc(Cl)cc1C(=O)NNC(=O)c1csc(N2CCOCC2)n1
→ -0.2	0	-6	-57	2	3	11	0	-0.3	0
> COc1ccc2[nH]cc(CCNC(=O)Cc3c(F)cccc3Cl)c2c1
→ 0.3	-5	0	7	-1	1	12	-6	-0.9	-4
> COc1ccccc1CC(=O)NCC1CCCO1 (stereo not drawn)
→ -0.5	3	2	8	-6	3	3	0	1.5	0
> COc1cc2oc(=O)cc(-c3ccc(-c4ccc(OC(F)(F)F)cc4)cc3)c2c(OC)c1OC
→ 0.6	0	9	6	-6	4	-10	0	0.9	-2
> COc1ccc(N2CCN(CCCNC(=O)c3ccc(CS(=O)(=O)c4ccc(OC)cc4)o3)CC2)cc1
→ -0.4	2	-6	-4	0	-5	-3	-1	0.9	6
> COc1ccc(OC)c(CNc2ncc(-c3ccc(F)cc3)n2C)c1
→ 0.1	-2	3	5	2	-4	7	-7	0.1	-4
> COc1ccc(CCC(=O)NCC(c2ccco2)N2CCc3ccccc32)cc1 (stereo not drawn)
→ 0.9	-7	-3	-6	2	-1	1	5	0.1	-5
> COc1ccc(C2C(C(=O)Nc3cccc(OC)c3)c3ccccc3C(=O)N2C)cc1 (stereo not drawn)
→ 0.1	-3	-7	19	-4	3	0	2	1.8	-4

# Hits appear at their usual frequency; about 4.5% have a hit in one of these screens.
